Scp-1 inhibitor: Scp-1 (human) phosphatase inhibition | Recombinant Scp1, phosphopeptide, malachite green phosphate absorbance | hit rate 0.88% among 340,000 | Q9GZU7 | inhibition, % at 20 µM;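 active = inhibition above about 50% at 20 µM, limit read from the data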;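 note: plate controls were DMSO wells with enzyme for no effect and wells lacking enzyme for full effect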
Target sequence (Q9GZU7 76-261 limits assumed): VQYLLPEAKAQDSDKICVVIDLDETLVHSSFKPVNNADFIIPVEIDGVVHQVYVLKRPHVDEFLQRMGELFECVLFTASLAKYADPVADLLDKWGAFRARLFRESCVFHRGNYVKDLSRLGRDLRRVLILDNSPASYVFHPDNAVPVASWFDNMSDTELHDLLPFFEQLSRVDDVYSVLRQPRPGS
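Material: truncated SCP-1 phosphatase (76-261aa) / Buffer or medium: 50 mM Tris acetate pH 5.5, 0.005% Tween-20, 10 mM MgCl2 / Compound dosing: one concentration, 20 µM, with 1.0% DMSO / Incubation: 45 min room-temperature reaction, 5 min colour, 30 min stabiliser / Detection: colorimetric free-phosphate detection, absorbance 630 nm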
CSN inh: inhibitors of human CSN-mediated cullin deneddylation | Q92905 | Purified CSN, SCF-Nedd8-OG deneddylation, fluorescence polarization | inhibition, % at 12.5 µM | hit rate 0.38% among 360,000 | AID 651999;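 active = pattern-corrected inhibition above about 35%, with an unprinted fluorescence ratio check between 0.5 and 1.5, limit read from the data, passing the limit was not always enough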;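 note: 0% = enzyme with substrate and 100% = substrate without enzyme; some results filed as inactive read as strong as hits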
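test system = HEK293T-derived human Csn5 enzyme | amount = 0.24 nM Csn5 enzyme, final concentration | medium = Tris/NaCl/DTT buffer, pH 7.5 | schedule = 90 min reaction at room temperature | signal = FP | evaluation = inhibition of Csn5 cleavage, % | compound dosing = single dose of 12.5 µM compound with 0.25% DMSO | probe or stimulus = 10 nM SCFSkp2-Nedd8OG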
STEP block: STEP (human) phosphatase inhibition. P54829. recombinant STEP, OMFP fluorogenic substrate, fluorescence. inhibition, % at 20 µM. hit rate 0.25% among 360,000. AID 588621;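 active = inhibition at 20 µM, scaled per plate between control wells, above about 37%, limit read from the data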;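 note: 0% = DMSO with enzyme and substrate and 100% = substrate only without enzyme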
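material = STEP tyrosine phosphatase | reagent = fluorogenic phosphatase substrate OMFP at 25 µM final | doses = single compound dose of 20 µM, 1% DMSO final | schedule = 20 min reaction, room temperature, in the dark | measured by = fluorescence, 480/540 nm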
PABP1 MLLE inh: inhibitors of microRNA-mediated deadenylation, human PABP1 MLLE binding; inhibition, % at 20 µM; GST-MLLE / FITC-PAM2 fluorescence polarization; hit rate 0.36% among 360,000; P11940; in the data active = inhibition above about 35%, passing the limit was not always enough;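 note: plate controls were DMSO wells with GST-MLLE for no effect and wells lacking GST-MLLE protein for full effect; some results filed as inactive read as strong as hits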
Target sequence (P11940 whole entry, looked up): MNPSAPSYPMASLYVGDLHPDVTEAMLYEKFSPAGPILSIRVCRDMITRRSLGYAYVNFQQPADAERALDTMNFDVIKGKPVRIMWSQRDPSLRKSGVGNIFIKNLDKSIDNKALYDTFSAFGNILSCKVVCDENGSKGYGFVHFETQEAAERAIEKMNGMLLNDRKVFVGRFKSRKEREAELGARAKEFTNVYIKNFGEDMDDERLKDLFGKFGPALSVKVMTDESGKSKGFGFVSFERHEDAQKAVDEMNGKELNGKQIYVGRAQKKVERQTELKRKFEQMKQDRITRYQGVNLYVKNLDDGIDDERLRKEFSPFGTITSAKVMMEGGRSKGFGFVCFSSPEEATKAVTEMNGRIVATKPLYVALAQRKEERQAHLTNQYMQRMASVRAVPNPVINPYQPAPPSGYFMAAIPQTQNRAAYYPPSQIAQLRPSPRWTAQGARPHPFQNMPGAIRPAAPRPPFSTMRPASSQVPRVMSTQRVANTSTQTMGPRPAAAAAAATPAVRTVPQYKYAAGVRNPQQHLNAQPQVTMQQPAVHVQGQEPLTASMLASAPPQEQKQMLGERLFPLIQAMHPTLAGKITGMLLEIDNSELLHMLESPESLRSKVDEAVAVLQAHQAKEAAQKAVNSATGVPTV
SUMO1 PPI mod: modulators of human SUMO1-mediated protein-protein interactions | SUMO1 binding to a labelled peptide, TR-FRET, 1 h | inhibition, % at 20 µM | P63165 | hit rate 0.33% among 360,000; in the data active = inhibition above about 37%
Target sequence (P63165 whole entry, looked up): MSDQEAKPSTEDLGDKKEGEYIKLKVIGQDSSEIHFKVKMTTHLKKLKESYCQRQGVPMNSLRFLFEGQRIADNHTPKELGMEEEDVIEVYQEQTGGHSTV
LMPTP block: LMPTP (human) inhibition; P24666; recombinant LMPTP-A, OMFP fluorogenic substrate, fluorescence intensity; inhibition, % at 20 µM; hit rate 0.22% among 360,000;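 active = compounds that cut the enzyme signal by at least half of the control window in the single-dose screen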;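 note: plate controls were DMSO wells with enzyme plus substrate for no effect and substrate without enzyme for full effect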
Target sequence (P24666 whole entry, looked up): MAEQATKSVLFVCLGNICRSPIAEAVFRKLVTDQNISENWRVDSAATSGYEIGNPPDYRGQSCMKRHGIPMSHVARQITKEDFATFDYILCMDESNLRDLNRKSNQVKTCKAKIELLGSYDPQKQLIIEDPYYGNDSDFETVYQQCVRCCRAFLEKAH
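Test system: LMPTP-A phosphatase enzyme. Amount: LMPTP-A at 0.625 nM final in the reaction. Reagent: OMFP substrate, 400 µM final. Times: 50 min at room temperature. Signal: endpoint fluorescence intensity from OMFP dephosphorylation. Read-out basis: % inhibition. Benchmarks: no-enzyme and uninhibited controls.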
Rpn11 inh: inhibitors of human proteasome Rpn11; O00487; human 26S proteasome, Ub4-pepOG fluorescence polarization; 20S core pre-blocked with epoxomicin; calls only at 20 µM; hit rate 0.59% among 360,000; AID 588493;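 active = inhibition at 20 µM, scaled to each plate's controls, above about 33%, limit read from the data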
Tb MetRS inh: blocks T. brucei methionyl-tRNA synthetase activity | AID 624268 | hit rate 0.4% among 360,000 | inhibition, % at 11.9 µM | purified T. brucei MetRS, ATP depletion, Kinase-Glo luminescence;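 active = inhibition above a per-plate cutoff of the control wells' mean inhibition plus 3 SD, cut at about 5.5% in these data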;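 note: 0% = DMSO wells median and 100% = median of wells with control inhibitor compound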
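technique = Kinase-Glo luminescence, ATP depletion format | system = purified MetRS (methionyl-tRNA synthetase) enzyme from Trypanosoma brucei | timing = 15 min preincubation, 2 h reaction, all 25 °C | evaluation = percent inhibition versus plate control medians | dosing = single dose, 11.9 µM final nominal, 0.9% final DMSO | also added = substrates ATP, L-methionine and bulk Escherichia coli tRNA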
NadD block: NadD (S. aureus) enzyme inhibition | inhibition, % at 20 µM | hit rate 0.78% among 360,000 | purified NadD enzyme, colorimetric absorbance read-out; in the data active = inhibition above about 26%; note: some compounds past the cut are filed as inactive
DNMT1 block: inhibitors of human DNMT1; P26358; DNMT1 molecular beacon, Hinp1I cleavage, fluorescence; inhibition (reported as % activation of signal), % at 10 µM; hit rate 0.83% among 360,000; in the data active = inhibition above about 50%
Starred values were filed as active, the others as inactive; i = inactive; nt = no result given. Outcome played no part in choosing rows; 3.6% or so of the library scored in one or more.

Scp-1 inhibitor,CSN inh,STEP block,PABP1 MLLE inh,SMILES,SUMO1 PPI mod,LMPTP block,Rpn11 inh,Tb MetRS inh,NadD block,DNMT1 block
-3,1,1,-2,COc1cccc(CNC(=O)CCC2CCCN(C/C=C/c3ccccc3OC)C2)c1 (stereo not given),-1,-0.6,i,-0.4,-7,-3
-5,-7,0,11,CCN(c1ccc(NC(=O)COC(=O)CCC(=O)c2ccc(F)cc2)cc1)C(C)C,-2,-0.8,i,-0.1,4,-5
1,-6,2,-4,CC(C)CCNc1c(-c2cccs2)nc2ccccn12,-6,1.5,i,-0.3,-2,-5
-3,5,3,-2,O=C(Oc1cc2oc(=O)c3c(c2cc1Cl)CCCC3)c1cccs1,-2,-4.5,i,-0.2,7,12
-10,5,0,8,Cc1ccccc1C(=O)NC1CCN(CC(=O)Nc2ccc(Br)cc2)CC1,-1,-2.2,i,1.5,-7,-1
nt,1,4,-2,Cc1nc2c(OCc3ccc(C(F)(F)F)cc3)cccn2c1N(C)CC1CC1,2,3.7,i,-0.1,2,-5
-8,0,0,-3,Cc1ccc(NC(=O)Nc2cccc([N+](=O)[O-])c2)cc1F,-10,1.0,i,0.6,-4,-5
-2,3,-1,4,COc1ccc(OC)c(S(=O)(=O)N2CCCC2C(=O)NC(C)c2ccccc2)c1 (stereo not given),5,-0.5,i,0.9,-1,0
-8,-1,3,1,CC(C)NCC(=O)C12CC3CC(CC(C3)C1)C2,-2,-1.4,i,0.6,-5,3
-1,-4,1,9,Cc1oc(=O)cc(OCc2ccccc2)c1C,5,-0.9,i,0.3,2,7
-10,-3,0,-15,Cc1ccc(C(=O)OCC(=O)N2CCCCCC2)cc1S(=O)(=O)N1CCOCC1,-7,1.5,i,-0.1,-1,-1
0,-1,-2,-1,Cn1ncc(Br)c1C(=O)NC12CC3CC(CC(C3)C1)C2,1,-0.5,i,0.3,1,1
-7,6,-1,4,Cc1ccc(C(=O)Nn2cnc3scc(-c4cccs4)c3c2=O)c(O)c1,9,0.6,i,0.5,4,3
nt,0,-2,1,COc1cc(Cl)ccc1OC1(C)CCN(Cc2cccn2-c2nccs2)C1 (stereo not given),0,0.4,i,-0.2,8,-4
65*,8,7,0,O=C(Oc1ccc2c(c1)OCO2)c1cc2c(s1)CCC2,1,52*,i,0.1,24,100*
-5,-7,117*,24,Cc1cc([N+](=O)[O-])ccc1NC(=O)Cc1ccc(F)cc1,-10,-1.2,i,-0.3,0,-1
10,-2,-1,7,COc1ccc(OC)c(NC(=O)c2cc(-c3ccc(C)cc3O)n[nH]2)c1,4,1.4,i,0.3,13,9
-1,3,-1,-22,CC1CC(C)CN(C(=O)COC(=O)C2CCN(S(=O)(=O)c3ccc4c(c3)OCCO4)CC2)C1 (stereo not given),-2,-0.7,i,-0.4,-5,4
-5,-2,-2,8,CCCNc1nc2c(c(=O)n(C)c(=O)n2C)n1CCCc1ccccc1,5,-1.6,i,0.0,-3,1
-4,-7,-1,12,COc1ccccc1NC(=O)C1=C(C)NC2=C(C(=O)CCC2)C1c1ccc(C)o1 (stereo not given),-4,-0.3,i,0.2,2,0

Next structures
Scp-1 inhibitor,CSN inh,STEP block,PABP1 MLLE inh,SMILES,SUMO1 PPI mod,LMPTP block,Rpn11 inh,Tb MetRS inh,NadD block,DNMT1 block
nt,0,-1,-9,COc1ccc(NC(=O)[C@H](C)NS(=O)(=O)c2ccc(NC(C)=O)cc2)cc1Cl,2,-2.2,i,-0.3,-1,-2
-5,0,-3,-21,COc1ccc(/C=C2\SC(=S)N(CCCCCC(=O)Nc3cc(C)on3)C2=O)cc1OC,-8,0.8,i,-0.3,4,-2
-2,-2,4,4,CCCS(=O)(=O)N1CCC(C(=O)N2CCC(Cc3ccccc3)CC2)CC1,-2,-2.1,i,1.3,2,1
-2,2,1,-2,CCc1ccc(NC(=O)Nc2ccon2)cc1,4,-2.1,i,0.1,7,0
4,1,0,-67,CCOc1ccccc1NC(=S)N1CCCCCC1,2,-1.4,i,-0.1,4,2
nt,7,0,-18,O=C(c1ccoc1)N1CCN(c2cc(-c3cccc(F)c3)nc3cc(-c4cccc(Cl)c4)nn23)CC1,-16,2.5,i,-1.2,45*,-3
1,2,1,-43,O=C(CCc1ccccc1)NNC(=S)NCCc1ccccc1,-4,0.2,i,-0.8,-3,6
nt,5,0,6,COC(=O)N1C2CCCCC2=NN(c2ccccc2)N1C(=O)OC (stereo not given),8,-1.7,i,-1.7,-2,-1
-8,4,0,13,Cc1cccc(OCC(=O)NNC(=O)CCN2CCN(c3ccccc3)CC2)c1C,-3,-2.2,i,-0.2,-8,-3
-8,2,-2,-6,COCCNC(=O)C(c1ccncc1)N(Cc1ccccc1)C(=O)Cn1nnc2ccccc21 (stereo not given),2,1.0,i,-0.8,2,0
-9,-4,0,4,CC(C)C(CCNCc1ccccn1)c1ccc(Cl)cc1 (stereo not given),-5,-1.9,i,-0.4,-4,-3
-6,1,-1,-3,Cc1cccc(/C(N)=N/OC(=O)c2ccncc2)c1,2,0.4,i,-0.4,-3,-1
-8,4,-3,2,COc1cc(C=CC(=O)c2cc(OC)c(OC)c(OC)c2)cc(OC)c1OC,-7,-1.3,i,-0.2,-6,2
-5,1,2,-11,CC(=O)Nc1ccc(NC(=O)c2cc([N+](=O)[O-])cc([N+](=O)[O-])c2)cc1,-37,-0.2,i,-1.3,3,-8
-10,2,0,-4,COc1ccc(CC(=O)O/N=C(\N)c2ccncc2)cc1,1,-1.7,i,0.2,-3,1
-11,-5,-1,0,COc1ccc(C(=O)Nc2ccc(S(=O)(=O)Nc3nccc(C)n3)cc2)cc1OC,9,-0.5,i,-0.8,-1,0
-6,5,0,3,COc1ccc(NC(=O)Cn2cc(C#N)c3ccccc32)cc1,5,-0.3,i,1.4,-2,6
-4,2,1,15,N#CC1=C(N)NC(SCc2ccc(F)cc2)=C(C#N)C12CCCCC2,-3,1.0,i,0.3,0,-18
8,-2,3,8,Nc1ncnc2c1ncn2[C@@H]1O[C@H](CNCc2ccc(OCc3ccccc3)cc2)[C@@H](O)[C@H]1O,-1,0.3,i,-1.2,-4,-1
-1,3,1,18,Cc1ccc(/C=C2\Oc3c(ccc(O)c3CN3CCN(CCO)CC3)C2=O)cc1,-19,0.2,i,-0.9,3,6

Part of the list above in order of formula weight, smallest number first:
Scp-1 inhibitor,CSN inh,STEP block,PABP1 MLLE inh,SMILES,SUMO1 PPI mod,LMPTP block,Rpn11 inh,Tb MetRS inh,NadD block,DNMT1 block
-10,2,0,-4,COc1ccc(CC(=O)O/N=C(\N)c2ccncc2)cc1,1,-1.7,i,0.2,-3,1
-6,5,0,3,COc1ccc(NC(=O)Cn2cc(C#N)c3ccccc32)cc1,5,-0.3,i,1.4,-2,6
-4,2,1,15,N#CC1=C(N)NC(SCc2ccc(F)cc2)=C(C#N)C12CCCCC2,-3,1.0,i,0.3,0,-18
nt,1,4,-2,Cc1nc2c(OCc3ccc(C(F)(F)F)cc3)cccn2c1N(C)CC1CC1,2,3.7,i,-0.1,2,-5

Further results
Scp-1 inhibitor,CSN inh,STEP block,PABP1 MLLE inh,SMILES,SUMO1 PPI mod,LMPTP block,Rpn11 inh,Tb MetRS inh,NadD block,DNMT1 block
-21,-2,5,-7,Cc1cc(C)n(-c2c(F)c(F)c(COC(=O)c3ccccc3)c(F)c2F)n1,-4,1.9,i,0.1,2,-2
-6,1,-2,0,O=C(CCN1CCCO1)N1CCCC(N2CCN(c3ccccc3F)CC2)C1 (stereo not given),-1,-0.9,i,-0.6,6,0
nt,2,nt,nt,CCC(=O)Nc1ccc2c(c1)OC[C@@H](C)N(Cc1ccccc1F)C[C@@H](C)[C@@H](OC)CN(C)C2=O,5,-2.0,nt,-0.7,nt,nt
-6,0,2,-2,Cc1ccc(-n2c(O)c(C=NC3CCS(=O)(=O)C3)c3ccccc3c2=O)cc1 (stereo not given),-20,2.3,i,-0.8,1,-5
-9,-8,0,-6,Cc1cccc(OCC(=O)N/N=C/c2ccc(N(C)C)cc2)c1,-12,-1.1,i,-0.1,-2,2
nt,2,2,0,COc1ccc(OC)c(NC(=O)Nc2nc(CN(C)C)cs2)c1,4,-1.2,i,0.7,-3,-3
-3,-5,-2,10,CN1C(=O)c2ccccc2N(C)C1c1ccc2c(c1)OCO2 (stereo not given),2,-0.8,nt,-1.4,0,1
5,3,1,-8,O=C(Nc1cccc(-c2cscn2)c1)C1CCN(Cc2ccsc2)CC1,-3,-1.0,i,-0.8,-11,1
-21,5,1,19,O=[N+]([O-])/C=C/c1ccc2c(ccn2Cc2ccccc2)c1,0,1.6,i,-0.7,3,-1
-4,-2,0,15,C[C@@]12CCC3[C@@](CCC4[C@@]3(C)CCC[C@@]4(C)C(=O)N3CCCCC3)(CC1=O)C2 (stereo not given in full),7,1.3,i,-0.3,-5,2
-8,3,0,-13,O=C(Cc1ccccc1F)Nc1ccc(S(=O)(=O)Nc2ncccn2)cc1,-8,-1.1,i,-0.5,-3,-2
-2,7,0,-13,COc1ccc(-c2c(C)oc3ccc(C)cc23)cc1,-1,2.5,i,-0.2,-8,0
-8,3,-1,7,CC(Oc1ccccc1)C(=O)NNS(=O)(=O)c1ccc([N+](=O)[O-])cc1 (stereo not given),-18,-1.3,i,-0.1,-2,-2
7,-1,-1,-14,CC(=O)N1[C@H](Cc2ccccc2)C=C[C@]1(C)C(=O)NCc1ccccn1,2,0.3,i,-0.1,0,3
-7,6,2,4,N#CCN(N=Nc1ccccc1)c1ccccc1,-9,1.2,i,-0.7,-6,-4
-11,0,1,-4,CC(C)CC(OC(=O)c1ccco1)C(=O)NCC1CCCO1 (stereo not given),-3,0.2,i,0.3,-1,-1
15,-2,-1,-1,Cc1cc(Nc2ccc(Cl)cc2)n(-c2ccccc2)n1,0,1.9,i,-0.5,2,-3
-9,-6,0,8,Cc1ccc(/C=N/NC(=O)c2ccncc2)o1,3,-0.5,i,0.1,-4,3
3,-2,0,10,CCOc1ccccc1CN(CCc1ccc2c(c1)OCO2)Cc1ccccn1,0,-0.5,i,-0.7,-4,0
-7,-5,2,0,CC(=O)NCCNC(=O)c1ccc(NC2=NC3CS(=O)(=O)CC3S2)cc1 (stereo not given),-1,-1.0,i,-0.4,-7,2
1,-12,-2,-4,O=C(C[n+]1cccc(CNC(=O)c2ccc(OC(F)F)cc2)c1)Nc1ccc(SC(F)F)cc1,-1,-4.7,i,0.0,-2,2
